Assay outcomes as filed in PubChem BioAssay.
KCNQ2 block: KCNQ2 channel blockers in CHO-K1 cells – cell-based, FluxOR thallium flux, B-score, primary screen (AID 2156); 310,000 compounds, 1.1% hits; B-score at 10 µM; O88943; 20 min; hits give low values;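 active = fluorescence ratio B-score at most minus 3 library SDs, with starting brightness B-score within 2 library SDs, cut at about -5.5 in these data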
Target sequence (O88943 whole entry, looked up): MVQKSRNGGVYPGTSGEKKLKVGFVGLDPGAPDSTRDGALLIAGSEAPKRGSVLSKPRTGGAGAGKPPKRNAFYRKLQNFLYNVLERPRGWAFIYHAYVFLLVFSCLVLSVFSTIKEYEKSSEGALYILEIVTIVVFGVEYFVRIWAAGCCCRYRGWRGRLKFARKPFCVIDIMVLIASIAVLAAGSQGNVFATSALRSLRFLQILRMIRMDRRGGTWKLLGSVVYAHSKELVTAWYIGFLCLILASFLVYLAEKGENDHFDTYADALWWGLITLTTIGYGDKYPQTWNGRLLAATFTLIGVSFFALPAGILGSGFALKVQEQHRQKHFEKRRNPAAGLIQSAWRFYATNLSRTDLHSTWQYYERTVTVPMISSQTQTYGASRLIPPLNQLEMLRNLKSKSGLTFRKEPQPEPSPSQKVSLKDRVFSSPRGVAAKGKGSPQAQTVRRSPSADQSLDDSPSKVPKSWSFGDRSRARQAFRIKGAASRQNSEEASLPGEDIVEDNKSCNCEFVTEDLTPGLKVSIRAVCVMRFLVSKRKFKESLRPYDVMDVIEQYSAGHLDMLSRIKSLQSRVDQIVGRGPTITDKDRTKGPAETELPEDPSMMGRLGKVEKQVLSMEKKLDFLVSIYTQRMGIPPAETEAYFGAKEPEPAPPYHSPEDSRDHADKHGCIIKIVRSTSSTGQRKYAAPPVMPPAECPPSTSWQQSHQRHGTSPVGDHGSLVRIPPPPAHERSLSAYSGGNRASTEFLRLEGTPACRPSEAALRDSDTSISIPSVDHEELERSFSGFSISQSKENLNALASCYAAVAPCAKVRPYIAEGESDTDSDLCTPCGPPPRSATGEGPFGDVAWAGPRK
Kir21 inh: Kir2.1 (mouse) channel inhibition | B-score at 10 µM | AID 1672 | 310,000 compounds, 0.85% hits | P35561 | HEK293-Kir2.1, FluxOR thallium flux fluorescence; hits give low values;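 active = fluorescence ratio B-score at or below minus 3 SD of library scores, with starting-brightness B-score within 2 SD, cut at about -4.2 in these data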;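 also: channel flux triggered by added potassium and thallium sulfate stimulus; B-score of peak minus minimum fluorescence over baseline after thallium stimulus; more negative B-score means stronger Kir2.1 block with less thallium influx; some compounds called inactive have numbers as strong as hits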
* marks the source's active call; other numbers are inactive results; i = inactive.

Structure,Kir21 inh,KCNQ2 block
CC(=O)Oc1ccc(CC(C(=O)O)N2C(=O)c3ccccc3C2=O)cc1 (stereo not drawn),-0.22,i
O=C1c2ccccc2C(=O)C1(CO)c1ccc(OC(F)F)cc1,0.03,i
NS(=O)(=O)c1cc([N+](=O)[O-])ccc1NCc1cccnc1,-0.5,i
COc1ccc2c(C)cc3n[nH]c(=S)n3c2c1,1.8,i
Cc1cc(-c2nnc(SCc3ccccn3)o2)no1,-0.68,i
COc1ccc(/C=C2\SC(N)=NC2=O)cc1,-0.07,i
CSc1nc(-c2ccco2)cc(C(F)(F)F)c1C#N,1.7,i
COc1ccc(S(=O)(=O)N2CCCOC2CNC(=O)C(=O)NC2CCCC2)cc1 (stereo not drawn),-0.61,i
O=C(Nc1cccc(-c2cnc3ccccc3n2)c1)c1ccco1,0.43,i
COc1ccc(C)cc1NC(=O)COC(=O)C1CC1,1.3,i

Additional structures follow:
Structure,Kir21 inh,KCNQ2 block
CC(=O)Nc1ccc(S(=O)(=O)NC(C)c2ccccc2)cc1 (stereo not drawn),-0.59,i
COCCn1c(SCC(=O)Nc2nnc(C)s2)nnc1-c1ccncc1,-0.88,i
Cc1onc(-c2c(F)cccc2Cl)c1C(=O)N1C=CC(C(F)(F)Cl)=NCC1,-3.3,i
Cc1ccc(-c2csc(N3CCN(c4cc5c(cc4Cl)nc(C)n5CCN4CCCCC4)CC3)n2)cc1,0.69,i
COc1cccc(-c2cc(C(F)(F)F)c3c(N)c(C#N)sc3n2)c1,-0.45,i
O=C(Cn1nnc(-c2ccc3c(c2)OCO3)n1)NCc1ccccc1,-0.05,i
Cc1ccnc(NC(=O)Nc2cccc(F)c2)c1,1.5,i
CN(CCC1CCCCO1)C(=O)CCc1nnc(CCc2ccccc2)o1 (stereo not drawn),-0.13,i
O=c1c2ccccc2[nH]c(=S)n1C1CCCCC1,0.68,i
CCCOc1ccc(-c2nc(-c3ccc([N+](=O)[O-])cc3)cs2)cc1,0.74,i

The results go on:
Structure,Kir21 inh,KCNQ2 block
Cc1ccc(N(C(=O)CNC(=O)c2ccco2)C(C(=O)NC2CCCCC2)c2ccncc2)cc1F (stereo not drawn),-0.02,i
O=C(Cc1ccc(F)cc1)N1CCN=C1SCc1cccc([N+](=O)[O-])c1,0.33,i
COc1ccc(CC(NC(C)=O)C(=O)N2CCN(C(=O)Nc3cccc(Cl)c3)CC2)cc1OC (stereo not drawn),-0.73,i
CCOC(=O)Cn1cnc2c(nnn2-c2cccc(Cl)c2)c1=O,0.13,i
COc1cccc(C(=O)Nc2cccc(-c3ccccc3)c2)c1,-1.6,i
Cc1ccc(/C=N/n2nnnc2N)o1,0.03,i
Cc1cc(C)c[n+](-c2nc3ccccc3nc2[N-]S(=O)(=O)c2ccc(Cl)cc2)c1,0.78,i
Cc1cc(NC(=O)CSc2ccc3nnc(CCNC(=O)c4ccccc4)n3n2)no1,0.45,i
CC(=O)Oc1ccc(C(=O)Nc2cccc(C(=O)c3cccc(NC(=O)c4ccc(OC(C)=O)cc4)c3)c2)cc1,-0.02,i
Cc1cccc(C(=O)NCCc2ccccc2)c1,-0.02,i

Structures listed so far that have an aryl thioether with sulfur outside any ring, in the order listed:
Structure,Kir21 inh,KCNQ2 block
Cc1cc(-c2nnc(SCc3ccccn3)o2)no1,-0.68,i
CSc1nc(-c2ccco2)cc(C(F)(F)F)c1C#N,1.7,i
COCCn1c(SCC(=O)Nc2nnc(C)s2)nnc1-c1ccncc1,-0.88,i
Cc1cc(NC(=O)CSc2ccc3nnc(CCNC(=O)c4ccccc4)n3n2)no1,0.45,i

Next results.
Structure,Kir21 inh,KCNQ2 block
Cc1cc2nc(SCCOC(=O)Nc3cccc(Cl)c3)nc(C)c2cc1C,-0.86,i
C=C(C)CNC(=O)c1ccc2nc(Cc3ccc(OC)cc3)oc2c1,-1.4,i
COc1cccc(CNS(=O)(=O)c2ccc3c(c2)oc(=O)n3C)c1,-0.13,i
CCOC(=O)c1c2n(c3ccc(O)cc13)CCCCC2,-0.82,i
O=C(CCl)NNc1nc(-c2ccccc2)c2cc(Cl)ccc2n1,0.44,i
Cc1ccc(C)c(C(=O)COc2ccccc2[N+](=O)[O-])c1,-1.1,i
O=C(NCc1cccnc1)c1ccc(-c2cc(Cl)ccc2Cl)o1,0.34,-6.8*
CC(C)CC(=O)N1CCN(C(=O)c2ccc(F)cc2)CC1,2.5,i
O=C(O)c1ccc(NS(=O)(=O)c2cccc(C(=O)Nc3ccc([N+](=O)[O-])cc3)c2)cc1,0.31,i
CN(C)C1N(C(=O)c2ccccc2)N=C2c3ccccc3S(=O)(=O)N21 (stereo not drawn),-0.83,i

Entries of single compounds as entered above. Order of screens: Kir21 inh | KCNQ2 block
`COc1ccc(CC(NC(C)=O)C(=O)N2CCN(C(=O)Nc3cccc(Cl)c3)CC2)cc1OC` (stereo not drawn) as listed: -0.73 | i
`Cc1cccc(C(=O)NCCc2ccccc2)c1` as listed: -0.02 | i
`Cc1cc(NC(=O)CSc2ccc3nnc(CCNC(=O)c4ccccc4)n3n2)no1` as listed: 0.45 | i

Remaining list, next part.
Structure,Kir21 inh,KCNQ2 block
Cc1occc1C(=O)N1CCN(C(=O)C2CCCO2)CC1 (stereo not drawn),-0.04,i
CCOC(=O)CCC(=O)N1CCOCCN(C(=O)CCC(=O)OCC)CCOCC1,0.44,i
CC(=O)c1ccc(NC(=O)c2cn(-c3ccccc3)nc2-c2ccncc2)cc1,-0.95,i
COc1ccc(NC(=O)CSc2nc3sc4c(c3c(=O)n2-c2ccc(OC)cc2)CCN(C)C4)cc1,0.16,i
COC(=O)c1ccc(CSc2ncnc3c2nnn3-c2ccc(OC)cc2)o1,0.26,i
CC(C)c1ccc(OCC(O)CN2CCCC2)cc1 (stereo not drawn),-0.81,i
CC(C)=CC(=O)Nc1nnc(-c2ccccc2)s1,-0.11,i
COC(=O)c1ccc(N2CCN(CCNC(=O)Nc3ccc(OC)cc3)CC2)cc1,-0.02,i
COc1cc(OC)c(N(C)S(=O)(=O)c2cccc(C(=O)OCC(=O)NCc3ccco3)c2)cc1Cl,1.8,i
CCc1n[nH]c(=S)n1/N=C/c1cc(OC)cc([N+](=O)[O-])c1O,0.92,i

Continued.
Structure,Kir21 inh,KCNQ2 block
O=C(/C=C/c1ccccc1Cl)N1CCOCC1,0.8,i
CCOc1ccccc1C1C(C#N)=C(N)Oc2cc(C)n(Cc3ccccn3)c(=O)c21 (stereo not drawn),-0.88,i
OC(CN1CCN(Cc2ccccc2)CC1)c1ccc(F)cc1 (stereo not drawn),0,i
COc1ccc(C(=O)Nc2cccc(-c3nc4ncccc4o3)c2C)cc1OC,0,i
COc1cc(/C=C2/NC(=O)N(c3cccc(Cl)c3)C2=O)ccc1O,0.55,i
C/C(=N\NC(=O)c1ccc(Cl)cc1)c1ccccn1,0.51,i
CC1(C)COC(/C=C/c2cccc([N+](=O)[O-])c2)=N1,0,i
Cn1c(=O)cc(OCC(=O)Nc2ccccn2)c2ccccc21,1.4,i
Cc1ccc(C(=O)/C=C/c2cn(CN3CCN(C)CC3)c3ccccc23)cc1,-2.3,i
N#Cc1c(-c2cccnc2)cc(-c2ccccc2)nc1N,2.9,i

Continued:
Structure,Kir21 inh,KCNQ2 block
O=C(NCC1CCCO1)C(c1ccco1)N(Cc1ccc(F)cc1)C(=O)CN1C(=O)c2ccccc2S1(=O)=O (stereo not drawn),-0.01,i
C/C(=N/NC(=O)c1cccs1)c1ccco1,0.41,i
CNS(=O)(=O)c1cccc(C(=O)OC2CCOC2=O)c1 (stereo not drawn),-1.9,i
O=C1C2C3C=CC(C4CC34)C2C(=O)N1CCc1ccccc1 (stereo not drawn),-4.4,i
CC(=O)NC1(C2CCCCC2=O)CCCCC1 (stereo not drawn),-1.1,i
CC(C)n1nccc1N(Cc1ccc(Cl)cc1)S(=O)(=O)c1ccccc1,-0.3,i
CCOc1ccc(C(=O)N/N=C/c2cc([N+](=O)[O-])cs2)cc1,0.87,i
CCN(CC)S(=O)(=O)c1ccc2oc(SCC(=O)Nc3cc(C)on3)nc2c1,0,i
Cc1ccc(-c2nc3ccc([N+](=O)[O-])cc3[nH]2)cc1,-0.46,i
CCCN(CCC)C(=O)Cc1ccc(F)cc1,0.21,i

Further records follow.
Structure,Kir21 inh,KCNQ2 block
CC(C)CN(CCNC(=O)c1cn(C)c2ccc(S(=O)(=O)N3CCCC3)cc2c1=O)CC(C)C,0.67,i
COc1ccccc1OCc1nc2ccccc2[nH]1,-0.19,i
COc1ccc(-c2nc(-c3cccs3)c(-c3cccs3)[nH]2)cc1OC,1.2,i
CCN1CCN(Cc2ccc(NC(=O)c3cc(NC(=O)c4nccnc4N)cc(OC)c3)cc2C(F)(F)F)CC1,-0.59,i
CC1(C)SC(=S)N(/N=C/c2cccnc2)C1N(O)C(=O)Nc1ccccc1 (stereo not drawn),-0.64,i
COc1ccc(C(CNC(=O)c2ccc(-c3ccccc3)cc2)N(C)C)cc1OC (stereo not drawn),-0.07,i
Cc1ccc(C(=O)N/C(=C/c2cccnc2)C(=O)NCc2ccco2)cc1,-1.2,i
CN(C)c1ccc(N/C(=N\S(=O)(=O)c2cccs2)c2ccccc2)cc1,0.05,i
O=C(CSc1nnc(-c2ccncc2)n1-c1ccccc1)Nc1ccc(C(=O)O)cc1,-1.3,i
CCN(CC)C(=O)c1cn(-c2cccc(OC)c2)c(=O)c2ccccc12,0.55,i

Remaining list, next part:
Structure,Kir21 inh,KCNQ2 block
COc1ccc(C(=O)N2CCN(S(=O)(=O)c3ccccc3)CC2)c(OC)c1,-0.34,i
COc1cccc(-n2nnnc2SCC(=O)Nc2ccc(C(C)=O)cc2)c1,0.1,i
CCOC(=O)N1CCN(S(=O)(=O)c2ccc3c(c2)OCC(=O)N3)CC1,0.79,i
CCN1C(=C(C#N)C#N)C=Cc2cc(C)ccc21,-1.1,i
Cc1cc(Cl)ccc1OCCCC(=O)Nc1cccnc1,0.02,i
CNC(=O)c1ccc(=O)n(Cc2cccc(C(F)(F)F)c2)c1,0.43,i
Clc1ccc(NC2=NCCCCC2)cc1,-1.2,i
CSc1ccc(/C=C(/NC(=O)c2ccco2)C(=O)N2CCCCC2)cc1,0.08,i
CC(Oc1ccccc1)C(=O)Nc1nnc(S(=O)(=O)N2CCCCC2)s1 (stereo not drawn),-0.81,i
CC(C)(C)CN1CCNC(=O)C1CC(=O)NCCc1cnn(-c2ccccc2)c1 (stereo not drawn),-1.6,i

More entries follow.
Structure,Kir21 inh,KCNQ2 block
Cc1ccc(-n2c(=O)c3c(C)c(C)sc3n(Cc3cc(=O)n4ccccc4n3)c2=O)cc1C,-0.03,i
CC(C)OCCCNS(=O)(=O)c1ccc2c(c1)oc(=O)n2C,-0.16,i
CCCC(C(=O)OCCN(CC)CC)(c1ccccc1)c1ccccc1,-5.1*,i
N#C/C(C(=O)N1CCOCC1)=C1\Nc2ccccc2S1,0.38,i
COc1ccc(-c2csc(NC(=O)c3c(OC)cccc3OC)n2)cc1,1.6,i
COc1ccccc1NC(=O)C(C)OC(=O)c1ccc(-n2cnnn2)cc1 (stereo not drawn),1.2,i
Cc1c(NC(=O)CN2CCN(c3cccc(Cl)c3)CC2)c(=O)n(-c2ccccc2)n1C,-1.2,i
COCC(=O)Nc1ccc2c(c1)OCO2,0.02,i
Cc1cc(C)cc(OCC(=O)NNC(=O)C2CCCO2)c1 (stereo not drawn),-0.4,i
Brc1ccc(Oc2ncc(CN3CCOCC3)s2)cc1,0.54,i

(further entries)
Structure,Kir21 inh,KCNQ2 block
CC(C)COc1ccc(C(=O)OCC(=O)N(C)CC(=O)Nc2ccc(F)cc2)cc1,-0.06,i
CC(=O)N1CCC(N(CCN2CCOCC2)C(=S)Nc2cc(C)ccc2C)CC1,-0.21,i
O=C(Nc1cccc(NC(=O)c2ccccc2[N+](=O)[O-])n1)c1ccccc1[N+](=O)[O-],-2,i
Cc1c(C)n2c(SCC(=O)N3CCC(C)CC3)nnc2[nH]c1=O,-1.2,i
CCn1cc(CN2CCCC(C(=O)Nc3cccc(-c4cc5ccccc5[nH]4)c3)C2)c(C)n1 (stereo not drawn),-1,i
C=CCNC(=O)COc1ccc(Oc2ccccc2)cc1,-1.8,i
FC(F)(F)c1ccc(-c2n[nH]c(=S)o2)nc1,0.09,i
COc1cc(SC)ccc1C(=O)N1CC(C)OC(C)C1 (stereo not drawn),-0.55,i
CCCNC(=O)Cc1cc(=O)[nH]c(=O)[nH]1,0.71,i
N/C(=N\OC(=O)c1ccccc1)c1cccnc1,1.5,i

Going on with the list:
Structure,Kir21 inh,KCNQ2 block
Cc1ccccc1S(=O)(=O)Cc1ccc(C(=O)NCCN2CCN(Cc3ccccc3)CC2)o1,-1.6,i
NC(N)=NS(=O)(=O)c1ccc(NC(=S)NC(=O)c2sc3ccccc3c2Cl)cc1,-0.63,i
COC(=O)C(=Cc1ccccc1[N+](=O)[O-])C(=O)OC,-0.54,i
CCC(=O)Nc1ccc(C(=O)OCc2ccccc2Cl)cc1,-0.4,i
CSc1ccc(S(=O)(=O)NCC(=O)OCC(=O)N(C)C2CCCCC2)cc1[N+](=O)[O-],0.05,i
CCc1nnc(NC(=O)c2cc(C)nc3ccccc23)s1,0.07,-6.3*
CC(C)Sc1cc(Cl)nc(NC(=O)Nc2ccccc2)n1,0.09,i
COc1ccc(N(CC(=O)Nc2ccc(Cl)cc2)S(=O)(=O)c2c(C)n[nH]c2C)cc1,-1.4,i
O=S(=O)(c1ccccc1)N1CCC(Oc2ccc(-n3cnnn3)cc2)CC1,1.8,i
